# High-throughput results deposited in PubChem BioAssay by several laboratories.
# M17LAP inhibition = P. falciparum M17LAP inhibitors, primary screen, biochemical, fluorogenic H-Leu-NHMec substrate, 1536-well (AID 1619) | recombinant M17LAP, H-Leu-NHMec fluorogenic kinetic assay; higher % means a stronger effect | inhibition, % at 30 µM, or IC50 in µM where a hit was titrated | 0.38% of 220,000 active;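 active = compound inhibiting the enzyme by more than half at any dose during confirmatory dose-response retesting; inconclusive = strong single-dose inhibitors picked by rank but not retested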;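 note: plate controls were full reaction with DMSO carrier for no effect and no enzyme background for full effect; strong numbers were not always called active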
# T cell HTS = modulates CD8 T cell binding to vesicles | 0.068% of 330,000 active | AID 2052 | calls only at 7 µM | 2C CD8+ T cell-vesicle binding, flow cytometry; stronger effect = lower value;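 active = response, share of CD8 T cells binding vesicles, and their 90th percentile fluorescence all below set limits, cut at about 80% in these data, passing the limit was not always enough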
#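 System: murine 2C transgenic CD8+ T lymphocytes; also added: QL9-loaded Drosophila micro-vesicles; times: binding 1.5 h at 37 °C; measured by: flow cytometry, PE anti-B7-1 (FL2) versus Alexa647 anti-CD8 (FL8), PFA-fixed; control set: Peptide-free naked vesicles (low) and QL9 vesicles with 0.7% DMSO vehicle (high)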
# Yfh1-depleted yeast = mitochondrial function rescue without frataxin homolog – Friedreich's ataxia, plus single-dose screen, dose response (AID 1465); S. cerevisiae Yfh1-off respiration, WST-1 reduction, 72 h; higher fold induction means a stronger effect; one-dose fold induction at 50 µM; EC50 in µM for titrated hits; 0.074% of 220,000 active;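 active = fold induction of absorbance versus untreated yeast above a set limit, then at least 30% activation at any dose in follow-up; inconclusive = repeats straddling the limit, or above it without dose testing; inactive = fold induction below the set limit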;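 note: activators that raise dye reduction in frataxin-depleted yeast; strong numbers were not always called active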
# WT yeast gro inh = growth inhibition of WT yeast, mitochondrial fusion screen | 2.1% of 190,000 active | inhibition, % at 10 µM | mitochondrial fusion phenotypic screen, WT strain; in the data active = inhibition above about 58%; tested in S. cerevisiae
# Dynein transport = dynein cargo transport inhibition; 3617.4 mouse cells, GR-EGFP nuclear translocation imaging; test concentration mostly 20 µM; stimulated with dexamethasone, 1 µM; stronger effect = lower value; z-score, hits read low; 0.47% of 220,000 active; AID 1381;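 active = plate z-score of nuclear minus cytoplasmic receptor signal below a set negative limit, without overly bright fluorescence or cell loss, cut at about -3.5 in these data, passing the limit was not always enough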;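 note: z-score of nuclear minus cytoplasmic ring GR-EGFP intensity difference per well; some compounds called inactive have numbers as strong as hits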
#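 Buffer or medium: Induction medium lacking tetracycline, stripped serum | Also added: Dexamethasone agonist, 1.0 µM final, for 30 min | Timing: 48 h induction, 1 h compound, 30 min dex at 37 °C | Detection: Formaldehyde fixation, Hoechst nuclear stain, 10x automated fluorescence imaging | Measure: Nuclear versus cytoplasmic GR-EGFP signal, averaged per well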
# MT stabilizer = microtubule stabilizers in HeLa cells. HeLa tubulin immunostaining HCS, 24 h; share of cells brighter than vehicle mean+2SD. % tubulin-high responders, % at 10 µM. 0.83% of 200,000 active;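 active = plate Z-score above 3 for both tubulin-high and condensed-nucleus cell shares, with cell loss under 80%, at 10 µM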;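 note: anti alpha tubulin signal scored within the nucleus-defined area of each cell; some results filed as inactive read as strong as hits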
# bCat nuc transl = modulators of beta-catenin nuclear translocation | HeLa beta-catenin nuclear translocation, immunofluorescence imaging | nuclear translocation activity, % at 5 µM | 0.3% of 190,000 active;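 active = nuclear translocation activity above 50% at 5 µM, with a well cell count of 50 or more; inconclusive = wells under 50 cells across six images, flagged as toxic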;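 note: per-cell ratio of nuclear to cytoplasmic median beta-catenin stain intensity; plate controls were DMSO negative control for no effect and GSK-3 inhibitor IX positive control for full effect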
#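 assay system = human HeLa cells, endogenous beta-catenin | times = compound treatment 24 h, 37°C, 5% CO2 | detection = Anti-beta-catenin immunofluorescence on PFA-fixed, Triton-permeabilized cells, DAPI nuclei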
# Autophagy mod = alters autophagy in cells; MEF GFP-LC3 puncta imaging; test concentration mostly 10 µM; calls only at 10 µM (by protocol); 0.98% of 190,000 active; AID 463193;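 active = percentage of spot-positive cells more than 3 SD above its plate mean, without a fluorescence outlier flag or 80% toxicity; inconclusive = no clear call, values can overlap the other calls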;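 note: spot-positive cell cutoff set from DMSO-treated cells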
# P. falciparum M1AAP = malaria alanyl aminopeptidase activity blockers – biochemical, fluorogenic H-Leu-NHMec substrate, 1536-well (AID 1445); recombinant M1AAP, H-Leu-NHMec fluorogenic kinetic assay; higher % means a stronger effect; inhibition, % at 30 µM, or IC50 in µM where a hit was titrated; 0.42% of 220,000 active;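 active = primary inhibition above the hit cutoff, then over 50% inhibition at one or more dose response concentrations, cut at about 23% in these data, passing the limit was not always enough; inconclusive = conflicting primary data, or primary hits not chosen for dose response; inactive = low primary inhibition, or under 50% at every dose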;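 note: plate controls were DMSO full reaction for no effect and no enzyme background for full effect; strong numbers were not always called active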
# WT yeast gro inh mutant strain = second read-out of WT yeast gro inh, no call of its own (marks repeat the call); inhibition, %; mitochondrial fusion phenotypic screen, mutant strain inhibition
# Dynein transport cytoplasmic EGFP = second read-out of Dynein transport, no call of its own (marks repeat the call); z-score; measured here: cytoplasmic GR-EGFP intensity; stronger effect = higher value
# Dynein transport nuclear GR-EGFP = also measured in Dynein transport; calls as there; z-score; measured here: nuclear GR-EGFP intensity;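 lower value marks the stronger effect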
# Dynein transport cell count = recorded beside Dynein transport, whose call it bears; z-score; measured here: cell count per field
# bCat nuc transl cell count 5 µM = also measured in bCat nuc transl; calls as there; cell count; measured here: cell count, cytotoxicity flag
# T cell HTS vesicle-bound % = further read-out of T cell HTS, marked with its call; double positive events, %; measured here: CD8+ vesicle-bound cell fraction;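 binding gate set so that unloaded-vesicle control wells show 10% double positive cells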
# MT stabilizer Hoechst-high % = recorded beside MT stabilizer, whose call it bears; % Hoechst-high responders; measured here: nuclear condensation Hoechst responders;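 share of cells brighter than vehicle mean plus two SD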
# MT stabilizer cytotoxicity % = also measured in MT stabilizer; calls as there; toxicity, %; measured here: cytotoxicity by cell density;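 0% = mean cell density of plate MIN control wells and 100% = no cells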
# Autophagy mod cell loss 18 h = second read-out of Autophagy mod, no call of its own (marks repeat the call); toxicity, %; measured here: cell loss, nuclei count;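 cell loss after 18 h compound exposure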
# The depositor's hits bear a star; i = inactive; ? = inconclusive; . = not tested or not shown.
Compound	WT yeast gro inh mutant strain	MT stabilizer	bCat nuc transl cell count 5 µM	T cell HTS vesicle-bound %	Dynein transport cytoplasmic EGFP	Dynein transport nuclear GR-EGFP	Autophagy mod	WT yeast gro inh	M17LAP inhibition	Autophagy mod cell loss 18 h	Yfh1-depleted yeast	P. falciparum M1AAP	MT stabilizer cytotoxicity %	Dynein transport	Dynein transport cell count	T cell HTS	bCat nuc transl	MT stabilizer Hoechst-high %
Nc1cc(N)nc(SCCN2CCCCC2)n1	5	5.1	912	6	-0.3	0.28	i	2	-1%	5	i	0%	6.4	-0.089	-1	i	-4.3	1.8
O=[N+]([O-])c1ccc(Nc2ccc(N3CCOCC3)cc2)c([N+](=O)[O-])c1	18	1.3	1058	63	-0.15	-0.028	i	-4	-2%	-1	i	-4%	6.3	0.66	0.16	i	2.0	1.6
CCOC(=O)c1sc(N)c(C#N)c1CSc1nnc(C2CC2)n1N	8	1.6	974	19	-0.075	0.24	i	-13	7%	4	i	5%	4.4	-0.29	-0.43	i	0.6	1.3
O=C(NCc1ccccn1)c1ccc(N2CCCC2)c([N+](=O)[O-])c1	5	5.7	1173	63	-0.26	0.021	i	-13	3%	3	?	5%	6.5	-0.42	1.1	i	-2.1	2.4
O=C1Nc2ccc(S(=O)(=O)N3CCCC3)c3cccc1c23	-3	0.7	.	32	-0.37	-0.36	i	-13	-2%	-2	i	17%	11	-0.21	0.85	i	.	1.3
COc1ccc(OC)c(S(=O)(=O)N2CCC(C(=O)NC(C)c3ccccc3)CC2)c1 (stereo unspecified)	-18	3.6	969	8	-0.25	0.37	i	-23	13%	42	i	?	12	-0.14	0.11	i	-0.7	3.0
O=c1c2cn[nH]c2[nH]c(=S)n1-c1ccccc1	0	3.0	569	44	-0.18	-0.21	i	0	6%	37	.	-3%	5.1	-0.89	-0.58	i	4.5	1.0
CC(=O)Oc1ccc(N2C(=O)C3C(C2=O)C(C(=O)c2ccc(Cl)cc2)N2CCCC32)cc1 (stereo unspecified)	.	.	1364	46	-0.15	0.22	.	.	0%	.	i	-7%	.	0.64	-0.63	i	-1.7	.
O=C(c1ccc(-c2ccccc2)cc1)c1ccccc1C(=O)N1CCOCC1	-1	2.6	977	27	-0.33	-0.068	i	-2	-1%	-5	i	-1%	7.7	-0.51	0.37	i	2.3	1.4
Cc1nnc(NNS(=O)(=O)c2ccc(Cl)cc2)[nH]c1=O	.	.	1284	23	-0.24	-0.56	.	.	4%	.	i	-1%	.	-0.33	0.57	i	0.0	.
CCCCOc1cccc(C2C(C(=O)c3cccs3)=C(O)C(=O)N2Cc2cccnc2)c1 (stereo unspecified)	-5	4.5	.	28	-0.3	-0.41	i	5	6%	0	i	9%	4.7	-0.067	0.61	i	.	4.2
CNC(=O)c1cc2cc(OC)ccc2oc1=N	-9	3.4	857	64	-0.13	0.68	i	-2	-41%	23	i	15%	6.6	0.19	0.59	i	-3.3	1.1
Cc1nn(CC(=O)NCCN2CCOCC2)c(C)c1[N+](=O)[O-]	-3	2.5	1378	25	0.18	-0.21	i	3	-20%	15	i	2%	8.5	0.025	0.18	i	-2.9	2.3
Cc1csc(SCC(=O)NCc2ccccc2)n1	10	2.1	1095	56	-0.33	-0.22	i	-6	-4%	3	i	3%	6.7	-1	1.3	i	-1.3	2.2
Cc1cccc(C(=O)NCC(=O)Nc2ccc(S(=O)(=O)Nc3nc(C)cc(C)n3)cc2)c1	-3	4.3	1145	12	-0.39	-0.16	i	2	2%	4	i	0%	3.0	0.94	0.67	i	-4.0	1.6
Cc1sc2nc(SC3CCOC3=O)n(Cc3ccccc3)c(=O)c2c1C (stereo unspecified)	33	2.2	1065	58	-0.31	0.022	i	38	-8%	-20	i	2%	5.2	-0.17	0.04	i	-3.1	2.2
CCOC(=O)COc1c(Br)cc(/C=C2\SC(=O)N(CC(=O)N3CCCC3)C2=O)cc1OC	-11	0.8	.	35	-0.18	-0.26	i	-7	7%	-17	.	0%	18	-0.69	0.66	i	.	1.0
NC(=O)c1ccc[n+](CC(=O)c2ccccc2)c1	.	.	1328	9	-0.24	-0.17	.	.	8%	.	i	2%	.	-1	1.1	i	-0.4	.
CC(C)(C)NC(=O)COC(=O)c1ccc(S(=O)(=O)N2CCCC2)cc1	1	1.5	1128	61	-0.23	0.68	i	-2	1%	-4	i	4%	7.4	0.14	0.28	i	-1.6	2.4
COc1ccc(CNC(=O)c2noc(C)c2[N+](=O)[O-])cc1	-1	2.9	1172	61	-0.071	0.74	i	11	2%	-26	i	2%	0.1	0.64	-0.77	i	0.7	1.6
CCSc1nc(N)c2c3c(sc2n1)CCC3	6	3.3	1032	13	-0.21	-0.3	i	-5	-80%	-3	i	17%	8.5	-0.36	0.96	i	-3.4	2.7
O=C1OC(Nc2ccc3c(c2)OCO3)c2ccccc21 (stereo unspecified)	8	5.4	990	38	-0.18	-0.26	i	15	9%	-50	i	10%	1.1	-0.55	-0.3	i	-3.7	2.0
Cc1ccc(NC(=S)NNC(=S)Nc2cccc(C(F)(F)F)c2)cc1	.	.	1327	41	-0.25	-0.031	.	.	4%	.	i	3%	.	-0.9	0.85	i	-0.6	.
O=C(/C=C/c1ccccc1Cl)Nc1ccc(-c2nnc3n2CCCCC3)cc1	14	2.5	560	55	-0.16	-0.05	i	10	14%	22	i	0%	7.4	-0.17	0.76	i	-4.5	2.2
CCCNc1sc(S(=O)(=O)CCC)nc1S(=O)(=O)c1ccc(C)cc1	3	2.2	977	33	-0.15	0.33	i	-13	4%	7	i	3%	7.4	0.81	-1.2	i	-3.3	0.9
Cc1nn(C)c(Cl)c1/C=N/OC(=O)c1ccc(F)cc1	0	1.3	1035	30	-0.33	-0.18	i	9	-2%	-28	i	0%	7.8	-0.43	0.5	i	-4.2	2.2
COc1ccc(NC(=O)C(CC(C)C)NC(=O)C2CCC(C)CC2)c(OC)c1 (stereo unspecified)	4	3.2	.	60	-0.37	-0.24	i	-9	0%	-10	i	-2%	7.4	0.65	-1.3	i	.	4.0
Cc1cc2oc(=O)cc(CN3CCN(S(=O)(=O)c4ccc5c(c4)OCCO5)CC3)c2cc1C	9	4.4	975	42	-0.18	0.15	i	14	1%	-11	i	-3%	5.6	-0.57	0.78	i	-2.3	3.3
CC(C)(C)c1cc(C(F)(F)F)n2ncc(-c3ccccc3)c2n1	-22	7.4	1015	15	-0.29	-0.48	i	27	-1%	1	i	1%	4.6	-0.79	0.79	i	4.3	0.2
Cc1cc(C)c(S(=O)(=O)c2ccccc2)c(OC(=O)c2cc(F)c(F)cc2Cl)n1	-2	2.3	946	31	0.12	0.24	i	-16	9%	-34	i	11%	5.7	-1.3	0.88	i	-3.6	1.5
CC(C)c1nnc(NC(=O)c2cnccn2)s1	11	3.0	990	30	-0.14	-0.75	i	0	30%	-9	i	3%	1.6	-0.41	1.1	i	1.0	2.5
CCC(CC)C(=O)NCCc1ccc(S(N)(=O)=O)cc1	2	3.9	1039	54	-0.055	0.94	i	-2	6%	-12	i	-1%	8.9	0.86	-1.8	i	-1.2	2.5
O=C(CCN1CCOCC1)NNC(=S)NC(=O)c1ccccc1	-6	3.6	1074	36	-0.21	-0.23	i	-1	2%	9	i	-9%	4.8	-0.39	0.56	i	-1.0	2.0
COCCNc1ccc(N2C(=O)CCCC2=O)cc1[N+](=O)[O-]	-3	1.4	1077	49	-0.028	0.41	i	-1	-9%	-8	i	3%	5.9	-0.17	0.038	i	-1.6	1.2
CC(CCc1ccccc1)NC(=O)c1ccccc1 (stereo unspecified)	-43	1.6	1158	50	-0.16	1.5	i	-6	-9%	3	i	-7%	6.5	2.6	-0.79	i	-4.0	1.4
O=C(CS(=O)(=O)c1ccccc1)Nc1ccc(S(=O)(=O)Nc2ncccn2)cc1	-8	4.5	1054	40	0.54	-0.6	i	6	24%	12	i	4%	8.9	-1.3	0.87	i	3.9	2.1
Cc1ccc(S(=O)(=O)C2(C(=O)N3CCCCC3C)CC2)cc1 (stereo unspecified)	10	5.9	1051	40	-0.31	-0.14	i	10	10%	17	i	5%	11	-0.1	-0.45	i	-1.7	1.8

# The order is random. Share with any hit: about 4.4%.
